Assay outcomes as filed in PubChem.
TAG inh = triacylglycerol accumulation inhibition | H9c2 cells, Nile Red lipid (TAG) fluorescence; cells loaded with 200 µM oleic acid | inhibition, % at 12.5 µM | 230,000 compounds, 0.66% hits | AID 651582;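 active = pattern-corrected inhibition of lipid staining of at least 50% with the nuclear-stain viability signal not falling by more than 50%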;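 note: 0% = DMSO wells and 100% = triacsin C control wells; some results filed as inactive read as strong as hits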
TAG inh DAPI viability = also measured in TAG inh; calls as there; DAPI nuclei signal change (viability), lower = more cytotoxic, %;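 whole-well DAPI fluorescence read on a plate reader as a viability signal; minus 50 percent equals half of cells still viable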
An asterisk follows results filed as active.

Preview:
SMILES	TAG inh	TAG inh DAPI viability
COc1ccc(S(=O)(=O)N2CCC(C)CC2)cc1N(C)S(=O)(=O)c1ccccc1	-1	0
O=P(OC1CCCCC1)(OC1CCCCC1)C(O)c1ccccc1 (centres undefined)	0	1

This part in full (from the top)
SMILES	TAG inh	TAG inh DAPI viability
COc1ccc(S(=O)(=O)N2CCC(C)CC2)cc1N(C)S(=O)(=O)c1ccccc1	-1	0
O=P(OC1CCCCC1)(OC1CCCCC1)C(O)c1ccccc1 (centres undefined)	0	1
O=C(c1ccc(-n2cncn2)c([N+](=O)[O-])c1)N1CCN(S(=O)(=O)c2ccc(Cl)cc2)CC1	2	-2
Clc1cc(Sc2ccc(Br)cc2)nnc1-c1ccccc1	-19	12
Nc1nc(SCC(=O)c2cc(F)ccc2F)n[nH]1	-4	-7
Cc1ccc(NC(=O)/C(C#N)=C/c2cn(CC(=O)NCc3ccco3)c3ccccc23)cc1C	3	5
COc1ccc(S(=O)(=O)Nc2cc(C)nn2-c2ccccc2)cc1	-3	-5
CC(NC(=O)CCNC(=O)c1ccc(Br)cc1)c1ccc(-n2ccnc2)cc1 (centres undefined)	-3	4
CC1CN(C(=O)c2cccc(S(=O)(=O)N3CCN(c4ccccc4)CC3)c2)CC(C)O1 (centres undefined)	-18	0
Clc1ccc(CSc2nnc(/C=C/c3ccccc3)o2)c(Cl)c1	-12	-8
C=CCN(c1ccc(OC)cc1)S(=O)(=O)c1ccc(Cl)c(C(=O)OCC(=O)NC2CC2)c1	7	-13
CCOC(=O)N1CCN(CC(=O)Nc2nc3ccccc3s2)CC1	-9	-1
CC(C)C[C@@]12C(=O)N(c3cccc(F)c3)C(=O)N1[C@H](c1ccc(Br)cc1)[C@@H]1C(=O)N(C(C)(C)C)C(=O)[C@@H]12	8	-5
C[N+]1(C)CCCC(OC(=O)C(O)(c2ccccc2)c2ccccc2)C1 (centres undefined)	9	5
CCOC(=O)Cc1nn2c(=O)cc(C)nc2s1	-4	-4
COc1ccc(NC(=O)COC(=O)CNC(=O)COc2ccccc2)cc1OC	-8	-1
Cc1ccc(S(=O)(=O)CCC(=O)OCC(=O)NCCc2ccccc2)cc1	-11	5
COc1ccc(C2=NS(=O)(=O)N(C)C(C(=O)NCc3ccco3)=C2)cc1OC	1	-1
Cc1ccccc1CN1CCN(S(=O)(=O)c2ccc(Cl)s2)CC1	-18	3
CCc1ccc(Nc2ncccc2C#N)cc1	11	-2
O=C(/C=C/c1ccco1)NC(=S)Nc1cccc(-c2nc3ccccc3o2)c1	27	-10
CN(C)/C=C(/C(=O)c1ccccc1)n1cncn1	-2	-2
N#Cc1cccc(NC(=O)c2cc(C3CCCCN3C(=O)c3ccccn3)on2)c1 (centres undefined)	-4	10
COc1ccc(C(=O)Nc2nnc(C3=COCCO3)o2)cc1OC	-10	3
O=C(Nc1ccccc1)N(C1=NCCCCS1)c1cccc2ccccc12	-7	14
Nc1nc(-c2c[nH]c3ccccc23)cs1	18	7
Cc1oc(C(C)(C)C)cc1C(=O)NC(Cc1ccccc1)C(=O)O (centres undefined)	-12	9
Cc1ccccc1NC(=O)C1CC(=O)OC12CCOC(C)(C)C2 (centres undefined)	-2	-2
CSc1ncnc2c1ncn2CCCN1CCN(C(=O)C2CC2)CC1	4	-2
Cc1noc(C)c1COc1ccc(CC(=O)NCCc2ccccc2)cc1	-31	3
COc1ccc(C2CC(=O)Nc3cc(OC)c(OC)cc32)cc1 (centres undefined)	-2	-3
CCOC(=O)C(O)(CC(=O)Nc1ccc(Cl)cc1Cl)C(F)(F)F (centres undefined)	8	2
CCCCOC(=O)c1ccc(NC(=O)c2nn(C)cc2Br)cc1	25	-12
O=C(Cn1ncc2c1-c1ccccc1OC2)N1CCN(Cc2ccccc2)CC1	11	-9
Cc1nn(-c2ccccc2)cc1/C=N/NS(=O)(=O)c1ccccc1	8	-3
CC1(C)CC(=O)C(C=NCC2CCN(C(=S)Nc3cccc(Cl)c3)CC2)=C(O)C1	6	9
COc1cccc(NC(=O)CN(C)CC(=O)Nc2ccccc2-c2ccccc2)c1	14	-9
Cc1[nH]c(SCC(=O)Nc2cc(S(C)(=O)=O)ccc2Cl)nc1Cc1ccccc1	-8	-7
O=C1CC(c2ccc(F)cc2)Cc2nc(NCc3ccco3)ncc21 (centres undefined)	1	-1
O=C1N=c2ccccc2=C1c1sc(NS(=O)(=O)c2ccccc2)nc1O	-8	10
CC(=O)Oc1ccc2ccccc2c1C(NC(=O)Cc1ccccc1)c1ccccc1Cl (centres undefined)	35	-5
COc1cc2c(cc1OC)C(c1ccccc1N)=NCC2	-28	11
CCN(CC)C(=O)C1CC(=O)OC12CCCCC2 (centres undefined)	3	3
NC(=O)C1CCN(C(=O)CCSc2ccc(Cl)cc2)CC1	-4	2
c1ccc2c(c1)CCN(c1nc3cc4c(cc3s1)OCCO4)C2	5	15
Cc1ccc(N(CC(=O)NC(C)C)C(=O)CCC(=O)Nc2ccccn2)c(C)c1	2	9
CCCCCCSc1ccc([C@@H]2[C@@H]3C(=O)N(CC)C(=O)[C@@H]3[C@]3(C(=O)OC)CCCCN23)cc1OC	-19	7
Cc1ccc(NC(=O)COC(=O)c2ccc(-n3nc(C)cc3C)cc2)c(F)c1	-11	5
O=S(=O)(N/N=C/c1cccnc1)c1ccc(Cl)c(Cl)c1	7	-3
CCOc1ccc(C(=O)NCC(=O)Nc2ncccc2C)cc1OCC	2	-3
COc1ccc(C)cc1NC(=O)C1CC1c1ccccc1 (centres undefined)	-10	3
CCN(CC)c1c([N+](=O)[O-])c(=O)n(C)c2ccccc12	2	1
CC(NC(=O)C1CC=CCC1C(=O)O)C1CC2CCC1C2 (centres undefined)	5	6
Cc1ccc(CNC(=O)CCCOc2cc(=O)n(C)c3ccccc23)o1	0	12
Cc1nc(-c2ccccc2)nc2[nH]ccc(=O)c12	31	-8
O=C(CSc1nc(-c2ccc(F)cc2)cs1)NCC1CCCO1 (centres undefined)	-18	5
CC(C)N(Cc1nc(-c2ccc(Cl)cc2)no1)C(=O)C12CC3CC(CC(C3)C1)C2	25	-10
O=C(O)c1cccc2c1C(=O)c1ccccc1-2	14	-9
CC1=CC(=O)Nc2cncnc2N1	-3	7
COc1cccc(-c2nc(CS(=O)(=O)CC(=O)Nc3cccc(C)c3C)c(C)o2)c1	1	-5
(more compounds)
SMILES	TAG inh	TAG inh DAPI viability
CSc1ccccc1OCc1cc(C(=O)NCCCc2ccccc2)no1	5	3
O=C(Nc1cc(Cl)ccc1Cl)Nn1cnnc1	-1	-4
C=CCn1c(C)cc(C(=O)CN2NS(=O)(=O)c3ccccc3C2=O)c1C	35	-20
C/C(CCc1ccco1)=N/NC(=O)CCC(=O)Nc1cccc(Cl)c1	-3	9
Cc1ccc(C)c(NC(=S)N(Cc2ccc(Cl)cc2)Cc2ccc(C(=O)O)cc2)c1	27	-25
Cc1nc(NC(=O)c2cccs2)ccc1Br	-15	0
O=[N+]([O-])c1cnn(-c2nc(-c3cccs3)cc(C(F)(F)F)n2)c1	18	-8
COc1cc(-n2c(=O)c3ccccc3n(Cc3cccc(F)c3)c2=O)cc(OC)c1OC	2	2
O=C(Nc1nc(=O)n(C(=O)c2cccc(C(F)(F)F)c2)s1)c1ccccc1	6	-11
CC(C)N(C=O)C1(C(=O)NC2CCCCC2)CCCCC1	-1	-2
C/C(=N/NS(=O)(=O)c1ccccc1)c1c[nH]c2ccccc12	-27	0
O=C(O)c1ccc([N+](=O)[O-])cc1	10	7
Nc1sc(-c2ccccc2)cc1C(=O)N/N=C/c1ccc(Cl)cc1	-37	11
NC(COCc1ccccc1)c1csc(Nc2ccc(C(=O)c3ccccc3)cc2)n1 (centres undefined)	-16	29
COc1ccc(NC(=O)c2ccc(-c3ccc([N+](=O)[O-])cc3)o2)cc1	4	-12
O=C(NN=C1CCCCC1)Nc1ccccc1Cl	-2	-5
CC(C)[C@H](NC(=O)c1cccc(S(=O)(=O)N2CCOCC2)c1)C(=O)OCC(=O)Nc1cccc(Br)c1	-3	-3
O=C(CC1SC(N2CCCC2)=NC1=O)Nc1ccc(C(=O)Nc2ncccc2O)cc1 (centres undefined)	-23	7
CC(NC(=O)CCSc1nc(-c2ccc3c(c2)OCO3)cc(C(F)(F)F)n1)c1ccccc1 (centres undefined)	46	-3
O=C(COc1ccc(F)c(Cl)c1)N1CCN(c2ccccn2)CC1	-10	2
Cc1ccc(Nc2nc(-c3sc(NC(=O)c4ccco4)nc3C)cs2)cc1	9	0
COc1ccccc1CNc1nc(NCc2ccccc2F)c2sccc2n1	-12	20
CCCn1c2c(c(O)c(C(=O)Nc3nc4ccccc4s3)c1=O)CCCC2	3	-3
COCCCn1cnnc1SCC(=O)Nc1ccc(S(=O)(=O)N2CCCC2)cc1	-2	2
O=C(Nc1ccc(S(=O)(=O)Nc2ccccn2)cc1)c1cccc([N+](=O)[O-])c1	-10	-3
COc1ccc(N2C(=O)CC(N(Cc3ccc(S(N)(=O)=O)cc3)C(C)=O)C2=O)cc1 (centres undefined)	4	9
COc1ccccc1S(=O)(=O)N(C)C[C@H]1OCc2cnnn2CCCC(=O)N([C@H](C)CO)C[C@@H]1C	-2	4
O=C(CN1C(=O)NC2(CCCC2)C1=O)Nc1cc(C(F)(F)F)ccc1N1CCCCC1	-7	9
CCC(CO)Oc1cc(NCc2ccc(C)c(C)c2)c2ncn(C(C)C)c2c1 (centres undefined)	3	16
CCC(=O)c1ccc(OCC(=O)OCC(=O)Nc2cccc(S(=O)(=O)N3CCOCC3)c2)cc1	2	2
Cc1ccc2nc(SCC(=O)OCc3ccccc3)nc(=O)n2c1	0	-2
CCN1CCN(c2cc(C)c3cc(NC(=O)c4cccnc4Cl)ccc3n2)CC1	14	6
O=C(COc1ccccc1[N+](=O)[O-])N(Cc1ccccc1)c1ccccn1	-4	3
COC(=O)c1cnn(-c2cc(Oc3cccc(C)c3)ncn2)c1N	-6	-4
O=C(c1ccc(Cn2c(=S)[nH]c3ccc(Br)cc3c2=O)cc1)N1CCN(C2CCCCC2)CC1	-16	5
CCCCCCn1c(C(C)NC(=O)c2ccco2)nc2ccccc21 (centres undefined)	-3	-6
Cc1ccccc1CN(C)C(=O)COC(=O)c1ccc2[nH]c(C)c(C)c2c1	5	-4
COCCNC(=O)c1cccc2c(-c3cnn(C)c3)coc12	21	-4
O=C(CCC(=O)Nc1ccccc1Cl)NN=C1CCCC1	11	-1
O=C(O)c1ccccc1-c1ccccc1C(=O)Nc1cccc2ccccc12	4	-4
OC1CCN(Cc2ccc3ccccc3c2)CC1	6	-5
CC(C)Oc1ccc(S(=O)(=O)N2CCOCC2)cc1NC(=O)c1cccc(S(=O)(=O)N2CCCC2)c1	2	-7
Cn1c(CC(=O)Nc2ccccc2F)nnc1SCC(=O)N1CCOCC1	-1	3
CN(C)N=Nc1nc2c([nH]1)c(=O)n(C)c(=O)n2C	0	0
CCOC(=O)C1C(=O)C(=O)N(Cc2ccccc2)C1C(=O)OCC (centres undefined)	3	3
Cc1nnc2ccc(-c3ccc(NS(=O)(=O)c4ccccc4)cc3)nn12	15	5
Cc1ccc(-n2ncc3ccccc3c2=O)cc1Cl	-13	-1
COc1ccc(N2CCN(S(=O)(=O)c3cn(C)c(=O)n(C)c3=O)CC2)cc1	-1	1

16 entries already listed, arranged by molecular weight, ascending:
SMILES	TAG inh	TAG inh DAPI viability
COc1ccc(C)cc1NC(=O)C1CC1c1ccccc1 (centres undefined)	-10	3
C/C(=N/NS(=O)(=O)c1ccccc1)c1c[nH]c2ccccc12	-27	0
Cc1ccccc1NC(=O)C1CC(=O)OC12CCOC(C)(C)C2 (centres undefined)	-2	-2
COC(=O)c1cnn(-c2cc(Oc3cccc(C)c3)ncn2)c1N	-6	-4
CCOC(=O)C1C(=O)C(=O)N(Cc2ccccc2)C1C(=O)OCC (centres undefined)	3	3
CCCCCCn1c(C(C)NC(=O)c2ccco2)nc2ccccc21 (centres undefined)	-3	-6
O=P(OC1CCCCC1)(OC1CCCCC1)C(O)c1ccccc1 (centres undefined)	0	1
CCOc1ccc(C(=O)NCC(=O)Nc2ncccc2C)cc1OCC	2	-3
Clc1ccc(CSc2nnc(/C=C/c3ccccc3)o2)c(Cl)c1	-12	-8
Cc1ccccc1CN1CCN(S(=O)(=O)c2ccc(Cl)s2)CC1	-18	3
Clc1cc(Sc2ccc(Br)cc2)nnc1-c1ccccc1	-19	12
O=C(/C=C/c1ccco1)NC(=S)Nc1cccc(-c2nc3ccccc3o2)c1	27	-10
COc1ccc(C2=NS(=O)(=O)N(C)C(C(=O)NCc3ccco3)=C2)cc1OC	1	-1
COc1cc(-n2c(=O)c3ccccc3n(Cc3cccc(F)c3)c2=O)cc(OC)c1OC	2	2
O=C(CC1SC(N2CCCC2)=NC1=O)Nc1ccc(C(=O)Nc2ncccc2O)cc1 (centres undefined)	-23	7
C=CCN(c1ccc(OC)cc1)S(=O)(=O)c1ccc(Cl)c(C(=O)OCC(=O)NC2CC2)c1	7	-13

Further compounds:
SMILES	TAG inh	TAG inh DAPI viability
O=C(CCC(=O)c1cccs1)OCC(=O)N1CCN(S(=O)(=O)c2ccccc2)CC1	-13	4
CC(C)(C)NC(=O)C(c1cccs1)N(C(=O)c1csnn1)c1ccccc1F (centres undefined)	-22	5
CCc1nc(NCC(C)C)c(C#N)c2c1COC(C)(C)C2	13	8
CC(=O)N1CCN(C(=O)c2ccc(C)c(S(=O)(=O)N3CCCCC3)c2)CC1	0	-9
CN(C(=O)CCS(=O)(=O)c1cc2c(cc1Cl)NC(=O)CO2)C1CCCCC1	-5	1
CCn1c(SCC(=O)N/N=C/c2c[nH]c3ccccc23)nnc1-c1ccc(C)cc1	-5	4
CCOC(=O)N1C(=O)[C@@](c2ccc(Cl)cc2)(C(C)C)N1C(=O)OCC	7	0
COC(=O)c1ccc(NC(=O)COC(=O)c2cccc3c(=O)c(C)c(-c4ccccc4)oc23)cc1	-20	5
CCC/C(=N\NC(=O)c1ccc(CSc2nncn2C)cc1)c1ccccc1	9	10
COc1ccccc1C(=O)NC(C)c1nc2ccccc2[nH]1 (centres undefined)	-14	1
COc1cc(-c2nnc(NC(=O)CCS(=O)(=O)c3ccccc3)o2)cc(OC)c1OC	-8	2
CN(CCc1ccccn1)C1CC(=O)N(c2ccc(Cl)cc2)C1=O (centres undefined)	2	6
CCOC(=O)CNC(=O)c1cccs1	7	-13
COc1cc2c(C(F)(F)F)c(-c3ccsc3)oc(=O)c2cc1OC	-13	-4

Only part of the results is shown. The share of hits here may be higher or lower than overall.
